Screening results (PubChem BioAssay)
IP6K1 inhibitor – IP6K1 kinase inhibition; AID 1645851; hit rate 0.81% among 140,000; Q92551; activity change, % (series mostly up to about 58 µM); IP6K1 kinase, ADP-Glo luminescence, 2 h; hits give low values; in the data active = activity change below about -25%
Target sequence (Q92551 whole entry, looked up): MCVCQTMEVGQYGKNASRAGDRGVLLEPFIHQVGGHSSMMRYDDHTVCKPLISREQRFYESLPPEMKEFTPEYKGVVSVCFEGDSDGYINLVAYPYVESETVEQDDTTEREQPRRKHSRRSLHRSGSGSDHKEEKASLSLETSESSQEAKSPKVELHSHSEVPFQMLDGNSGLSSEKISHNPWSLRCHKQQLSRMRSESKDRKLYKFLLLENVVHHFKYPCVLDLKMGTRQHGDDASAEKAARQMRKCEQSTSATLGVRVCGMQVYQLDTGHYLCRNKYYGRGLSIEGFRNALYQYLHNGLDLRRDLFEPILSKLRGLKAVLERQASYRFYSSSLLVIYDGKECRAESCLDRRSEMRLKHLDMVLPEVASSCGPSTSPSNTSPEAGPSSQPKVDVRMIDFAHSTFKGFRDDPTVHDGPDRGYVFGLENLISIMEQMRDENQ
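ADP-Glo luminescence measures ADP made by human IP6K1 during a 2 h RT reaction with ATP/IP6 (mix at 1.3 mM/130 uM); top library doses 57.5 and 19.1 uM final.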
SNCA viab count – counter-screen for SNCA expression inhibitors: cell viability | HEK-293-SNCA-luc viability, GF-AFC fluorescence, 24 h | Potency, µM (highest dose often 57.1 µM), for the others: top-dose activity change, negative = cytotoxicity, usual class: cytotoxic | hit rate 0.12% among 150,000 | AID 1671193;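 note: potency is the fitted concentration of half-maximal effect; 0% = DMSO-treated cells and -100% = medium-only wells without cells; nearly all actives have a fitted effect of over 30% in size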
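HEK-293-SNCA-luc cells (1500/well) plated 24 h, then exposed 24 h to a dilution series; GF-AFC added 30 min at 37C, fluorescence 405/540 nm; normalised to medium-only and DMSO wells, Hill fit.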
HEK293 tox – cytotoxic compounds in HEK 293 cells; hit rate 6.6% among 94,000; Potency, µM (top dose mostly 115 µM), without a hit: at the top dose activity change, negative = cytotoxicity, usual class: inhibitors; HEK 293 viability, ATP luminescence (CellTiter-Glo), 48-72 h; note: potency is the fitted concentration of half-maximal effect; nearly all actives have a fitted effect of over 60% in size
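Viability of HEK 293 cells, plated at 250 cells/well, was judged by cellular ATP after compound treatment for 48 or 72 hr. Luminescence was imaged 10 min after CellTiter-Glo addition at room temperature.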
SNCA expr inhib – SNCA gene expression inhibition; hit rate 0.17% among 140,000; Potency, µM (series often up to 57.2 µM), for the others: at the highest dose activity change, negative = inhibition, hits mostly inhibitors; HEK-293 SNCA-luciferase knock-in, luminescence, 24 h; AID 1671194;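 note: potency is the fitted concentration of half-maximal effect; plate controls were DMSO cells for no effect and cell-free wells for full effect; nearly all actives have a fitted effect of over 45% in size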
GPT2 inhibitor – blocks human glutamate pyruvate transaminase 2 | Q8TD30 | hit rate 0.25% among 100,000 | AID 1671188 | Recombinant GPT2, coupled pyruvate oxidase/HRP Amplex Red fluorescence | Potency, µM (titrated, usually from 57.7 µM), for the others: at the top dose activity change, negative = inhibition, usual class: inhibitors; note: potency is the fitted concentration of half-maximal effect; nearly all actives have a fitted effect of over 60% in size; many of its hits are not listed in these tables
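Inhibition is scored from Amplex Red fluorescence generated when pyruvate oxidase and HRP act on pyruvate released by GPT2. Reactions contain 10ng/uL enzyme, 250uM a-KG and 2mM L-alanine and run 30 min at room temperature.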
Luciferase inh – Photinus pyralis luciferase inhibition | purified P. pyralis luciferase, luminescence, biochemical | P08659 | hit rate 2.5% among 76,000 | Potency, µM (titrated, usually from 115 µM), inactives show at the highest dose activity change, negative = inhibition, actives largely listed as inhibitors; note: potency is the fitted concentration of half-maximal effect; nearly all actives have a fitted effect of over 65% in size
Target sequence (P08659 whole entry, looked up): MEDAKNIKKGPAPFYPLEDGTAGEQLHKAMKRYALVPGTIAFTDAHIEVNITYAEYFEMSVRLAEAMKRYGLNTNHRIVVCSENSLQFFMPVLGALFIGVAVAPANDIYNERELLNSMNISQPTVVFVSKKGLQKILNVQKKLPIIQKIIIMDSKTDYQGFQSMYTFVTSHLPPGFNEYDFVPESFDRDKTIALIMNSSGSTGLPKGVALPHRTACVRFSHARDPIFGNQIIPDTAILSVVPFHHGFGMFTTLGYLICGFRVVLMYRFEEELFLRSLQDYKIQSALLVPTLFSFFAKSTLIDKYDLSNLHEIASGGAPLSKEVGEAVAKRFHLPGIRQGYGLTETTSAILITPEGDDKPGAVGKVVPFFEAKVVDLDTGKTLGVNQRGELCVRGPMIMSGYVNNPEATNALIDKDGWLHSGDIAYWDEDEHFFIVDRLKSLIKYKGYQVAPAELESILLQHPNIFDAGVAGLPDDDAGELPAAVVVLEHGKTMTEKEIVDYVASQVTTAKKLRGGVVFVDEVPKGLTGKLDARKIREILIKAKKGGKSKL
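Purified P. pyralis luciferase (10nM final) in 50mM Tris acetate pH 7.5, 10mM Mg acetate, 0.01% Tween-20, 0.05% BSA with 10uM D-luciferin and 10uM ATP. Compounds titrated qHTS. Luminescence imaged on CCD.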
NIH3T3 tox – NIH 3T3 cell cytotoxicity. NIH 3T3 viability, CellTiter-Glo ATP luminescence, 48-72 h. Potency, µM (series often up to 96.7 µM), inactives show top-dose activity change, negative = cytotoxicity, usual class: inhibitors. hit rate 4.3% among 94,000. AID 1345082; note: potency is the fitted concentration of half-maximal effect; nearly all actives have a fitted effect of over 55% in size
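Viability of NIH 3T3 cells after 48 or 72 hr compound treatment at 37 °C was assessed by CellTiter-Glo, with luminescence imaged following a 10 min room-temperature step.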
* hit, by the source's call; i = inactive; ? = inconclusive; . = no result given; [ ] = dose if it differs, or a comment. Unless noted, calls come from the whole dose curve; as a rule, active = well fitted curve in the direction sought with a large enough effect; inconclusive = small, poorly fitted or top-dose-only effect, or another doubt; inactive = no such curve, though single readings can be large; an effect the other way counts as inactive or inconclusive. Unless noted, % is set by controls: 0 for no effect and ±100 for the full control effect. A portion of the library. The share of hits here may be higher or lower than overall.

[1] C[C@@H]1[C@@H](CC(C[C@H]2O[C@@H]3O[C@]4(C)CC[C@@H]5[C@H](C)CC[C@@H]([C@H]2C)[C@@]35OO4)C[S+](=O)([O-])c2ccc(COC(=O)N(C)C)cc2)O[C@@H]2O[C@]3(C)CC[C@H]4[C@H](C)CC[C@@H]1[C@@]24OO3 (stereo partly specified)
[2] CCCN1CCNc2cc(Nc3ccccc3)ncc2C1
[3] COc1ccccc1N1CCN(C(=O)[C@H]2CN3CCC2C[C@@H]3Cn2cc(C(C)(C)C)nn2)CC1 (stereo partly specified)
[4] O=C1Nc2ccccc2C12CCN(Cc1ccsc1)CC2
[5] C#C[C@H]1CN2CC[C@H]1C[C@@H]2CNC(=O)c1ccc2ccccc2c1
[6] CC[C@H]1CN2CC[C@H]1C[C@@H]2CNS(=O)(=O)c1ccc2ccccc2c1
[7] CN1C(=O)CN=C(c2ccccc2)c2cc(Cl)ccc21
[8] COC(=O)C12C(=O)C(C)(O)C(=O)C1(C)C(C)=CC1C34CCC(OC3=O)C(C)(CO)C4CCC12C (stereo unspecified)

entry no.	1	2	3	4	5	6	7	8
IP6K1 inhibitor	.	-14	-4	12	10	5	7	4
SNCA viab count	-18%	?	-12%	0%[87.6 µM]	-5%[87.6 µM]	-1%[87.6 µM]	2%[23.9 µM]	-4%[23.9 µM]
HEK293 tox	.	89µM*	-28%	-49%[172 µM]	?	?	.	.
SNCA expr inhib	?	77%[activator][87.6 µM]	-24%	-13%[87.6 µM]	5%[87.6 µM]	13%[87.6 µM]	3%[25.6 µM]	.
GPT2 inhibitor	-16%	-3%[88.5 µM]	i	?	-5%[88.5 µM]	i	?	4%[27.3 µM]
Luciferase inh	.	6.3µM*	10%	.	9%[172 µM]	-3%[172 µM]	.	.
NIH3T3 tox	.	?	-21%	-22%[138 µM]	?	-14%[174 µM]	.	.

[9] O=C(Nc1ccc(=O)n2c1[C@@H]1C[C@@H](CN(S(=O)(=O)c3ccccc3)C1)C2)c1ccccc1
[10] Cc1nc(-c2ccccc2)cc([C@H]2CN3CC[C@H]2C[C@@H]3CNC(=O)C2CCC2)n1
[11] C=C[C@H]1CN2CC[C@H]1C[C@@H]2CNC(=O)CSCC(=O)O
[12] C=CCN1CC[C@]23c4c5ccc(O)c4O[C@H]2C(=O)CC[C@@]3(O)[C@H]1C5
[13] CC(C)c1ccc(NC(=O)OC[C@H]2C[C@@H]3CCN2C[C@@H]3c2cc(C3CCCCC3)nn2C)cc1
[14] N#Cc1cccc(NC(=O)Nc2ccc3n(c2=O)C[C@H]2C[C@@H]3CN(C3CCOCC3)C2)c1
[15] CCc1nc(SC)ncc1C(=O)Nc1ccc(Cl)cc1C(=O)c1ccccc1
[16] CC12CCC3C(CCC4(O)CC(O)CCC34C=O)C1(O)CCC2C1=CC(=O)OC1 (stereo unspecified)

entry no.	9	10	11	12	13	14	15	16
IP6K1 inhibitor	3	12	0	-13	7	-5	-14	2
SNCA viab count	-2%	-13%[87.6 µM]	-2%[87.6 µM]	-19%[23.9 µM]	?	-3%[87.6 µM]	0%	?
HEK293 tox	0%	?	-20%[172 µM]	.	14µM*	i	.	.
SNCA expr inhib	-14%	-2%[87.6 µM]	-15%[87.6 µM]	-10%[25.6 µM]	?	6%[87.6 µM]	18%	.
GPT2 inhibitor	2%	i	-10%[88.5 µM]	-5%	-3%	?	.	i
Luciferase inh	15%	-6%[172 µM]	-1%[172 µM]	.	-2%	7%[172 µM]	.	.
NIH3T3 tox	?	?	?	.	22µM*	i	.	.

[17] CC(=O)[O][Hg][c]1ccccc1
[18] NNc1ccccc1
[19] O=c1ccc(-c2ccccc2F)c2n1C[C@H]1C[C@@H]2CN(S(=O)(=O)c2ccccc2)C1
[20] c1cc2ccc3cccc4ccc(c1)c2c34
[21] CCOC(=O)[C@H]1CN(C(=O)C2CCCC2)[C@]2(C)C(=O)Nc3ccccc3[C@H]12
[22] COc1cc2c(cc1CCc1ccccc1)N(C(=O)c1c[nH]c3ccccc13)CC21CCN(C(C)=O)CC1
[23] C[C@@H]1[C@@H]2Cc3ccc(O)cc3[C@@]1(C)CCN2CC1CC1
[24] C#C[C@H]1CN2CC[C@H]1C[C@@H]2CNS(=O)(=O)c1ccccc1

entry no.	17	18	19	20	21	22	23	24
IP6K1 inhibitor	-61*	26	19	22	16	-10	.	0
SNCA viab count	?	-1%[23.9 µM]	-1%[87.6 µM]	24%	5%[23.9 µM]	-23%	1%	-4%[87.6 µM]
HEK293 tox	.	.	-14%[172 µM]	.	?	25µM*	.	5%[172 µM]
SNCA expr inhib	?	-23%[25.6 µM]	2%[87.6 µM]	-7%	-15%[25.6 µM]	?	-7%	-5%[87.6 µM]
GPT2 inhibitor	-6%	i	-1%[88.5 µM]	-4%[88.5 µM]	0%[27.3 µM]	-12%	-3%	?
Luciferase inh	.	.	5%[172 µM]	.	.	-2%	.	0%[172 µM]
NIH3T3 tox	.	.	-6%[174 µM]	.	-17%[46.1 µM]	22µM*	.	-2%[174 µM]

[25] Nc1cccc(-c2cn(C[C@H]3CC4CCN3C[C@@H]4C(=O)NC3CCCCC3)nn2)c1 (stereo partly specified)
[26] Cn1nc(C(=O)N[C@@H]2COCC[C@@H]2OCc2cscn2)c2ccccc21
[27] NC(=O)CN1C(=O)CO[C@H]2CN(C3CCC3)C[C@H]21
[28] Clc1ccc(C(OCCN2CCCCC2)c2ccccc2)cc1 (stereo unspecified)
[29] O=C(Cc1ccc(F)cc1F)N1CCN(Cc2ccccc2)CC(O)C1 (stereo unspecified)
[30] Cc1cccc(C(=O)N2CCC3(CC2)c2nccn2-c2ccccc2CN3C)c1
[31] CCOc1ccc2nc(NC(=O)c3cccn(Cc4ccccc4C)c3=O)sc2c1
[32] CCCC1=Nc2cc(C(=O)NCCCN(CC)CC)ccc2Sc2ccccc21

entry no.	25	26	27	28	29	30	31	32
IP6K1 inhibitor	9	1	9	21	1	12	-13	35
SNCA viab count	-14%[87.6 µM]	-6%	1%[87.6 µM]	3%[23.9 µM]	1%	-6%	11%	-10%
HEK293 tox	-3%[172 µM]	4%	-5%[230 µM]	.	?	?	.	.
SNCA expr inhib	4%[87.6 µM]	?	-14%[87.6 µM]	55%[25.6 µM]	1%	-1%	8%	?
GPT2 inhibitor	-1%[88.5 µM]	i	0%[88.5 µM]	-8%	0%	4%	.	.
Luciferase inh	-4%[172 µM]	6%	2%[230 µM]	.	3%	-7%	.	.
NIH3T3 tox	3%[174 µM]	0%	2%[230 µM]	.	i	i	.	.

[33] N#Cc1cccc(-c2ccc(=O)n3c2[C@@H]2C[C@@H](CN(C(=O)Nc4ccccc4)C2)C3)c1
[34] C=C[C@@H]1CN2CCC1C[C@@H]2[C@@H](O)c1ccnc2ccccc12 (stereo partly specified)
[35] C1CCC(NC2CCCCC2)CC1
[36] O=C1CO[C@H]2CN(Cc3ccccn3)C[C@H]2N1
[37] COC(=O)c1ccc(NC(=O)N2[C@H]3CC[C@@H]2c2cnc(-c4ccc(F)cc4)nc2C3)cc1
[38] Cc1cccc(CN2CC=C(c3noc(CCC(=O)Nc4ccc(C)c(F)c4)n3)CC2)c1
[39] COc1ccc(CNC(=O)N2[C@H]3CC[C@@H]2c2cncnc2C3)cc1
[40] COc1ccccc1CCC(=O)N1CCC2(CC1)NCc1ccccc1-n1ccnc12

entry no.	33	34	35	36	37	38	39	40
IP6K1 inhibitor	-5	.	15	-1	20	7	14	32
SNCA viab count	-5%[87.6 µM]	-21%	-13%[23.9 µM]	2%[87.6 µM]	-14%	-16%	-2%	-9%
HEK293 tox	i	.	.	-7%[230 µM]	45µM*	.	i	-28%
SNCA expr inhib	19%[87.6 µM]	18%	28%[25.6 µM]	0%[87.6 µM]	9%	7%	-26%	10%
GPT2 inhibitor	-2%[88.5 µM]	i	i	3%[88.5 µM]	i	.	i	-3%
Luciferase inh	?	.	.	-14%[230 µM]	0%	.	1%	2%
NIH3T3 tox	-2%[174 µM]	.	.	-24%[230 µM]	?	.	i	-2%

Complete entries, quoted from the list.
Nc1cccc(-c2cn(C[C@H]3CC4CCN3C[C@@H]4C(=O)NC3CCCCC3)nn2)c1 (stereo partly specified) as listed: IP6K1 inhibitor = 9; SNCA viab count = -14%[87.6 µM]; HEK293 tox = -3%[172 µM]; SNCA expr inhib = 4%[87.6 µM]; GPT2 inhibitor = -1%[88.5 µM]; Luciferase inh = -4%[172 µM]; NIH3T3 tox = 3%[174 µM]
C#C[C@H]1CN2CC[C@H]1C[C@@H]2CNS(=O)(=O)c1ccccc1 as listed: IP6K1 inhibitor = 0; SNCA viab count = -4%[87.6 µM]; HEK293 tox = 5%[172 µM]; SNCA expr inhib = -5%[87.6 µM]; GPT2 inhibitor = ?; Luciferase inh = 0%[172 µM]; NIH3T3 tox = -2%[174 µM]

4 entries drawn at random from the list so far, as already listed:
[33] N#Cc1cccc(-c2ccc(=O)n3c2[C@@H]2C[C@@H](CN(C(=O)Nc4ccccc4)C2)C3)c1
[7] CN1C(=O)CN=C(c2ccccc2)c2cc(Cl)ccc21
[26] Cn1nc(C(=O)N[C@@H]2COCC[C@@H]2OCc2cscn2)c2ccccc21
[35] C1CCC(NC2CCCCC2)CC1

entry no.	33	7	26	35
IP6K1 inhibitor	-5	7	1	15
SNCA viab count	-5%[87.6 µM]	2%[23.9 µM]	-6%	-13%[23.9 µM]
HEK293 tox	i	.	4%	.
SNCA expr inhib	19%[87.6 µM]	3%[25.6 µM]	?	28%[25.6 µM]
GPT2 inhibitor	-2%[88.5 µM]	?	i	i
Luciferase inh	?	.	6%	.
NIH3T3 tox	-2%[174 µM]	.	0%	.

(continued)
[41] O=C(N[C@H]1N=C(c2ccccc2F)c2cccc3c2N(CC3)C1=O)c1cc2ccccc2[nH]1
[42] CN1C(=O)C(Cc2ccc3ccccc3c2)N=C(c2ccc(O)cc2)c2cc(Cl)ccc21 (stereo unspecified)
[43] C=CCN(C)C(=O)[C@H]1CN2CCC1C[C@@H]2Cn1cc(-c2ccccc2)nn1 (stereo partly specified)
[44] Cc1nc(-c2ccco2)cc([C@H]2CN3CC[C@H]2C[C@@H]3CNC(=O)C2CCCCC2)n1

entry no.	41	42	43	44
IP6K1 inhibitor	37	-16	-8	-3
SNCA viab count	-14%	-25%	-1%[87.6 µM]	-9%[87.6 µM]
HEK293 tox	.	.	i	?
SNCA expr inhib	56%[25.6 µM]	.	-3%[87.6 µM]	-8%[87.6 µM]
GPT2 inhibitor	-16%	i	-2%[88.5 µM]	i
Luciferase inh	.	.	3%[172 µM]	-18%[172 µM]
NIH3T3 tox	.	.	-14%[174 µM]	?
